TCR-CD3 inh = blocks the human TCR-CD3 interaction; 360,000 tested, 0.37% active; TAMRA-labeled TCR probe fluorescence, biochemical; inhibition, % at 9.4 µM; in the data active = inhibition above about 19%;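 note: recombinant mutant TCR 2C K166C tagged with TAMRA read by polarization; 0% = receptor in buffer alone and 100% = receptor with positive control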
TDP2 inh = TDP2 (human) inhibition, absorbance primary screen | recombinant TDP2, T5PNP hydrolysis, p-nitrophenol absorbance 415 nm | 370,000 tested, 0.34% active | inhibition, % at 12.8 µM | AID 720702;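 active = inhibition above the mean of all tested compounds plus 3 SD, set per campaign, cut at about 25% in these data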;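 note: 0% = DMSO with enzyme and 100% = buffer with substrate but no TDP2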
Target sequence (O95551 whole entry, looked up): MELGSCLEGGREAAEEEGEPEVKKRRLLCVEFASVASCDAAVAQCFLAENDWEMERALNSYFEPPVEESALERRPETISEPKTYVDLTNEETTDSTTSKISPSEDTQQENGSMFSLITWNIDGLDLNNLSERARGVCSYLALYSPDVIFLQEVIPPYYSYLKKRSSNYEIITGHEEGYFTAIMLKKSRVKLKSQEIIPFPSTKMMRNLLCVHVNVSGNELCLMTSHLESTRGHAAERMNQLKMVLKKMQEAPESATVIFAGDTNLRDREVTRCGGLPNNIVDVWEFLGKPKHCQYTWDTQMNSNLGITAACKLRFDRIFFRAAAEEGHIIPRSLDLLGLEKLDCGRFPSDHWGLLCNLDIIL
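System: recombinant human TDP2 / Amount: 120 nM TDP2 per well / Also added: 5 mM T5PNP chromogenic substrate / Doses: 12.8 µM single point, 1% DMSO / Incubation: 2 h at 37 °C / Detection: p-Nitrophenol epi absorbance / Evaluation: % inhibition relative to enzyme-containing and enzyme-free wells / Repeats: singlicate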
PRMT1 inh = PRMT1 (human) inhibition, primary screen. inhibition, % at 2.79 µM. 370,000 tested, 1.3% active. recombinant PRMT1, activity-based probe fluorescence polarization. Q99873;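 active = inhibition above about 21% made by adding two undisclosed values, limit read from the data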
Target sequence (Q99873 whole entry, looked up): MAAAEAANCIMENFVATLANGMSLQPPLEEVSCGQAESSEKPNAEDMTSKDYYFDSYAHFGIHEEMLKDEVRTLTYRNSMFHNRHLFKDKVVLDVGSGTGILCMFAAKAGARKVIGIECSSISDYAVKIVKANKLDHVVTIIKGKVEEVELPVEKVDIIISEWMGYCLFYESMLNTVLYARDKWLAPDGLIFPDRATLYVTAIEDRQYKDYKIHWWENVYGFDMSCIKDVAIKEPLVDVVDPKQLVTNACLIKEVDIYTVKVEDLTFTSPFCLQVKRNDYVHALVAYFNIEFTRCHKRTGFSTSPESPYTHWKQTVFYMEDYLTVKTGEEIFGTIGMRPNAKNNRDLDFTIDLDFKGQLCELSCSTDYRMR
HTRA1 inhibitor = HTRA1 (human) protease inhibition; inhibition, % at 5.96 µM; recombinant HTRA1, FP-rhodamine activity-based probe, fluorescence polarization; Q92743; 340,000 tested, 0.5% active; in the data active = inhibition above about 36%;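 note: 0% = enzyme with DMSO and 100% = wells lacking enzyme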
SIAE inh = human SIAE inhibition, primary screen; 370,000 tested, 0.69% active; AID 1053197; inhibition, % at 9.66 µM; SIAE FP-Rh probe binding, fluorescence polarization;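 active = inhibition above a cutoff: mean of compounds within the control limits plus 3 SD of those, cut at about 17% in these data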;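 note: 0% = plate median of compound wells and 100% = probe without SIAE protein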
PG9 binder = small molecules binding HIV-1 gp120 antibody PG9. 360,000 tested, 0.43% active. inhibition, % at 6.7 µM. AID 624416. TR-FRET gp120-PG9 antibody binding; in the data active = inhibition above about 8.5%
Tn7 DDE FP = DD(E)-Tn7 binding inhibition, primary FP screen. P02675. FP displacement of FITC-Tn7 peptide from fibrin DD(E); 0% = median of compound wells per plate. inhibition, % at 8.3 µM. 370,000 tested, 0.13% active;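 active = inhibition above the mean of compounds falling within the control limits plus 3 SD of them, cut at about 14% in these data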;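 note: 0% = plate median of compound wells and 100% = 10 µM Aha-Tn7 peptide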
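Test system: human clot-derived fibrin DD(E) complex / Quantity: 2 µM final DD(E) protein / Incubation: 10 min plus 3 h, room temperature / Measured by: fluorescence polarization / Benchmarks: high control of 10 µM Aha-Tn7 peptide / Replicates: singlicate testing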
LEDGF integ inh = blocks HIV-1 LEDGF/p75-dependent DNA integration | TR-FRET IN-LEDGF/p75 DNA integration, Eu/Cy5 | inhibition, % at 3.7 µM | 370,000 tested, 0.64% active;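 active = inhibition above the screen-wide mean plus 3 SD, cut at about 13% in these data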;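 note: signal is the Cy5 over europium emission ratio at 671 and 618 nm; 0% = plate median of compound wells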
UHRF1 binding = human UHRF1 methylated DNA binding inhibitors. UHRF1 binding to methylated oligo, TR-FRET. inhibition, % at 4.4 µM. 370,000 tested, 0.75% active; in the data active = inhibition above about 21%;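 note: UHRF1 SRA domain binding a hemimethylated CpG hairpin DNA probe; 0% = median of test compound wells and 100% = reference inhibitor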
mABHD4 FP = ABHD4 (mouse) inhibition, primary FP screen; Q8VD66; purified mABHD4, FP-Rh probe fluorescence polarization; inhibition, % at 8.92 µM; 370,000 tested, 0.54% active; AID 720543;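 active = inhibition exceeding the mean over every tested compound plus 3 SD, cut at about 30% in these data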;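 note: 0% = plate median of compound wells and 100% = S159A mutant with DMSO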
Target sequence (Q8VD66 whole entry, looked up): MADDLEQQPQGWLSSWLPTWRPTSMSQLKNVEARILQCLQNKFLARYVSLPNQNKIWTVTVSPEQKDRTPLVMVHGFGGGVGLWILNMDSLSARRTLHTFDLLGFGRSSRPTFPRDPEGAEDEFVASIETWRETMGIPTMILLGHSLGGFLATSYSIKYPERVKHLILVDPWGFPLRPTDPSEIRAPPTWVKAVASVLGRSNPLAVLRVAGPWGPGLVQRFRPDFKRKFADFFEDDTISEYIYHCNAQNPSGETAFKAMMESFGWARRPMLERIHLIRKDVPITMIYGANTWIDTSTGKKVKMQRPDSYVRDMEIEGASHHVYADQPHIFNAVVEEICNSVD
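System: mouse ABHD4 enzyme, wild type / Medium: HEPES pH 7.0, NaCl, Pluronic buffer / Reagent: FP-Rh activity-based fluorescent probe / Control set: S159A mutant high control, sample median low control / Detection: fluorescence polarization with parallel and perpendicular emission, 525/598 nm / Schedule: 45 min + 60 min at 25 °C / Compound dosing: 8.92 µM, single dose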
An asterisk follows results filed as active; · = no result given. This is a random part of the collection. About 4.2% of those tested had a hit in this group.

(1) COc1ccc(C(=O)NCCn2cc(SCC(=O)NCc3ccco3)c3ccccc32)cc1
(2) CCc1cc2c(nc1CC)CCCN2Cc1ccccc1C(F)(F)F
(3) COc1ccc(CC(=O)Nc2cccc(S(=O)(=O)N3CCCCC3)c2)cc1
(4) CC(C)OCCCNC(=O)CN1C(=O)/C(=C/c2ccccc2)Sc2ccccc21
(5) NC(=O)c1cc(S(=O)(=O)NCCc2ccc(Cl)cc2)cs1
compound no.	1	2	3	4	5
TCR-CD3 inh	3	-10	5	4	-11
TDP2 inh	7	-26	7	-6	-19
PRMT1 inh	6	-2	-2	-1	-1
HTRA1 inhibitor	-10	·	-7	-9	5
SIAE inh	2	-6	-9	1	-4
PG9 binder	-2.4	0.5	-3.2	-1.0	-0.6
Tn7 DDE FP	2	-1	-9	3	-5
LEDGF integ inh	-1	10	1	-1	4
UHRF1 binding	-1	-1	-2	-1	3
mABHD4 FP	-2	-18	-8	-5	-8

(6) CCOC(=O)c1ccccc1NC(=O)C1CC(=O)N(C(C)(C)C)C1 (centres undefined)
(7) CCOC(=O)c1snc(C(=O)NC2CCCCC2)c1N
(8) CC(C)(C)C(=O)NC(=S)NNC(=O)c1ccncc1
(9) O=C(CSc1ccccn1)N/N=C/c1cc([N+](=O)[O-])ccc1O
(10) CCC(C)N(C(=O)CSc1nnc(C)n1C)C1CCS(=O)(=O)C1 (centres undefined)
compound no.	6	7	8	9	10
TCR-CD3 inh	-3	4	8	3	3
TDP2 inh	4	-4	-1	-12	-6
PRMT1 inh	-3	4	-6	2	6
HTRA1 inhibitor	1	-8	0	4	4
SIAE inh	-5	-2	8	4	1
PG9 binder	-1.8	0.2	-1.5	0.3	-1.8
Tn7 DDE FP	-1	7	7	4	8
LEDGF integ inh	-3	-3	2	-8	-2
UHRF1 binding	2	2	2	-3	1
mABHD4 FP	-1	6	5	11	-2

(11) Cc1ccc(C)c(NC(=O)CCN2C(=O)c3ccccc3C2=O)c1
(12) CCC(=O)NCCc1nc2cc(NC(=O)c3cccs3)ccc2n1C
(13) O=C(CSc1nnc(COc2ccccc2)n1-c1ccccc1)c1cccs1
(14) COc1ccc(Cl)cc1NC(=O)CN(C)C(=O)CCCc1c[nH]c2ccccc12
(15) O=C(O)C1(c2ccccc2)CCC(Nc2ccccc2)C1 (centres undefined)
compound no.	11	12	13	14	15
TCR-CD3 inh	-1	-2	-3	6	0
TDP2 inh	-9	9	-8	12	-14
PRMT1 inh	1	1	1	0	0
HTRA1 inhibitor	3	3	-19	-7	0
SIAE inh	-2	-3	15	2	5
PG9 binder	-1.9	0.2	-3.0	0.2	-1.6
Tn7 DDE FP	5	-2	4	-3	-7
LEDGF integ inh	2	-1	-2	2	3
UHRF1 binding	1	-2	4	1	1
mABHD4 FP	0	1	-9	1	-1

(16) CC(=O)Nc1ccc(NC(=O)C(C)OC(=O)CNC(=O)c2sc3ccccc3c2Cl)cc1 (centres undefined)
(17) O=C(Nc1ccncc1)c1ccc(Br)cc1
(18) O=C(Cc1ccc(F)cc1)Nc1ccccc1Sc1ccccc1
(19) COc1ccc(C)cc1NC(=O)C1CCN(C(=O)c2ccc(C(C)(C)C)cc2)CC1
(20) CCCCCCS(=O)[C@H]1CS(=O)(=O)C[C@@H]1S(=O)CCCCCC (some centres undefined)
compound no.	16	17	18	19	20
TCR-CD3 inh	7	-9	7	-4	6
TDP2 inh	2	-1	4	-10	-7
PRMT1 inh	-4	-3	-1	2	6
HTRA1 inhibitor	-1	1	-19	-14	1
SIAE inh	0	2	11	-4	2
PG9 binder	0.3	-2.1	0.9	0.6	-1.3
Tn7 DDE FP	1	3	-4	-1	-3
LEDGF integ inh	2	-2	-1	-1	6
UHRF1 binding	1	-1	1	2	0
mABHD4 FP	-4	-2	-7	-13	4

(21) COc1ccc(CN(C)CC(=O)N(C)CC(=O)Nc2ccccc2Br)cc1F
(22) CCSc1nnc(NC(=O)c2cc(C)on2)s1
(23) CC(=O)Nc1ccc(N(C(=O)c2ccccn2)C(C(=O)NC2CCCCC2)c2ccc(F)cc2)cc1 (centres undefined)
(24) Cc1nnc(SCC(=O)NC2CCCC(C)C2C)n1N (centres undefined)
(25) O=S(=O)(NCC1NCCc2ccccc21)c1ccccc1 (centres undefined)
compound no.	21	22	23	24	25
TCR-CD3 inh	-6	-6	-6	6	3
TDP2 inh	13	-21	5	0	1
PRMT1 inh	4	-2	1	1	0
HTRA1 inhibitor	-1	2	5	1	3
SIAE inh	0	3	-1	2	9
PG9 binder	2.7	-3.0	0.6	-0.1	0.6
Tn7 DDE FP	1	-5	4	7	2
LEDGF integ inh	-1	4	-4	0	-3
UHRF1 binding	2	6	-1	-2	-2
mABHD4 FP	4	-1	2	-1	0

Copied from above: compounds 24 to 25
(24) Cc1nnc(SCC(=O)NC2CCCC(C)C2C)n1N (centres undefined)
(25) O=S(=O)(NCC1NCCc2ccccc21)c1ccccc1 (centres undefined)
compound no.	24	25
TCR-CD3 inh	6	3
TDP2 inh	0	1
PRMT1 inh	1	0
HTRA1 inhibitor	1	3
SIAE inh	2	9
PG9 binder	-0.1	0.6
Tn7 DDE FP	7	2
LEDGF integ inh	0	-3
UHRF1 binding	-2	-2
mABHD4 FP	-1	0

Going on with the list.
(26) OC(c1ccc(F)c(F)c1)c1nc(-c2ccc3c(c2)OCO3)cs1 (centres undefined)
(27) CN(Cc1ccccc1)c1nc2c(c(=O)[nH]c(=O)n2C)n1Cc1ccccc1F
(28) CN(C(=S)NC(=O)c1ccc(Cl)cc1)C1CCCCC1
(29) COc1ccc(S(=O)(=O)NCC(c2ccc(F)cc2)N2CCN(C)CC2)cc1 (centres undefined)
(30) CN(C)S(=O)(=O)n1cc(/C=C(\NC(=O)c2ccccc2)C(=O)NCCCN2CCOCC2)c2ccccc21
compound no.	26	27	28	29	30
TCR-CD3 inh	3	-4	-2	-1	14
TDP2 inh	2	-2	20	13	-16
PRMT1 inh	0	-1	2	-3	-2
HTRA1 inhibitor	·	-2	5	1	-1
SIAE inh	-11	-4	-15	-1	1
PG9 binder	0.6	-1.8	-2.9	-1.5	-0.7
Tn7 DDE FP	-3	6	-5	-1	3
LEDGF integ inh	4	0	12	5	-7
UHRF1 binding	-1	2	-2	-2	-4
mABHD4 FP	-17	-4	0	1	10

Overlap with the part before: 2 entries, then new ones.
(29) COc1ccc(S(=O)(=O)NCC(c2ccc(F)cc2)N2CCN(C)CC2)cc1 (centres undefined)
(30) CN(C)S(=O)(=O)n1cc(/C=C(\NC(=O)c2ccccc2)C(=O)NCCCN2CCOCC2)c2ccccc21
(31) NC(=O)CC(O)c1cccc(Cl)c1 (centres undefined)
(32) N#CCC(C(=O)c1cccnc1)c1ccccc1 (centres undefined)
(33) COc1ccc(CCNC(=O)CSc2nnc(CNC(=O)c3c(F)cccc3Cl)o2)cc1OC
(34) COc1ccc(/C=C/C(=O)NCCc2nc3ccccc3[nH]2)cc1
(35) COCCN1C=C(C(=O)OC)C(c2ccc(Cl)cc2)C(C(=O)OC)=C1
compound no.	29	30	31	32	33	34	35
TCR-CD3 inh	-1	14	1	0	5	8	-4
TDP2 inh	13	-16	-10	-12	14	1	-15
PRMT1 inh	-3	-2	-1	-3	2	-3	1
HTRA1 inhibitor	1	-1	0	5	4	·	-7
SIAE inh	-1	1	4	-2	0	0	-1
PG9 binder	-1.5	-0.7	-1.4	-3.3	-1.4	-1.4	-1.4
Tn7 DDE FP	-1	3	-4	-7	-6	-4	-3
LEDGF integ inh	5	-7	-6	4	4	3	3
UHRF1 binding	-2	-4	-3	-2	3	-2	5
mABHD4 FP	1	10	4	-8	-6	-4	4

Down the list, from the results shown:
Entries 31 to 35 in PRMT1 inh read -1, -3, 2, -3, 1
Entries 31 to 35 in PG9 binder read -1.4, -3.3, -1.4, -1.4, -1.4
Entries 31 to 35 in TDP2 inh read -10, -12, 14, 1, -15

Next part
(36) CCc1cccc(NC(=O)c2ccc(NS(=O)(=O)c3c(C)noc3C)cc2)c1
(37) CCOc1ccc(NC(=O)CN(C)C(=O)c2ccccc2OCc2c(C)noc2C)cc1OCC
(38) COc1ccccc1-c1nc(C#N)c(N2CCN(C(=O)c3ccco3)CC2)o1
(39) CC1CCN(C(=O)/C(=C\c2ccco2)NC(=O)c2ccccc2)CC1
(40) CCN1C(=O)C(C(=O)NC(C)c2ccccc2)C2CC1(C)Oc1ccccc12 (centres undefined)
compound no.	36	37	38	39	40
TCR-CD3 inh	3	-7	0	-10	0
TDP2 inh	0	26*	4	5	10
PRMT1 inh	2	1	-3	7	-1
HTRA1 inhibitor	-22	4	-1	0	0
SIAE inh	-7	8	9	23*	14
PG9 binder	-1.0	-0.1	-1.8	-1.0	-0.3
Tn7 DDE FP	0	-3	-10	2	-4
LEDGF integ inh	-1	-2	3	3	-2
UHRF1 binding	2	0	-2	0	-5
mABHD4 FP	-17	6	2	9	4

(41) O=C(C1CCN(S(=O)(=O)N2CCOCC2)CC1)N1CCN(c2ccccc2)CC1
(42) CC(=O)N1CCOc2ccc(S(=O)(=O)N3CCC(C(=O)NCc4ccc(Cl)cc4)CC3)cc21
(43) NC(=O)c1nsc(C(=O)N(Cc2ccc(F)cc2)C(C(=O)NCC2CCCO2)c2ccc(O)cc2)c1N (centres undefined)
(44) O=C1C=CC(=Nc2ccc(F)cc2)O1
(45) O=C(Nc1ccc(F)c(Cl)c1)c1csc([C@@H]2O[C@H](CO)[C@H](O)[C@H](O)[C@H]2O)n1
compound no.	41	42	43	44	45
TCR-CD3 inh	-3	4	-3	0	-6
TDP2 inh	-2	-7	11	3	11
PRMT1 inh	4	-5	2	50*	4
HTRA1 inhibitor	1	-6	1	0	·
SIAE inh	-3	-8	0	3	-2
PG9 binder	-0.6	-0.9	0.3	-0.3	0.8
Tn7 DDE FP	3	-6	-3	-4	1
LEDGF integ inh	1	3	0	3	-2
UHRF1 binding	5	-1	-2	-2	-1
mABHD4 FP	1	2	-1	2	-1

(46) OC(c1ccccc1)c1ccccc1CN1CCCNC1=S (centres undefined)
(47) O=C1c2ccncc2C(=O)N1c1cccc(Cl)c1
(48) O=[N+]([O-])c1ncccc1OCc1ccc(Br)cc1F
(49) CC(C)c1ccc(/C=C2\SC(=S)N(CC(=O)NCCCN3CCOCC3)C2=O)cc1
compound no.	46	47	48	49
TCR-CD3 inh	-1	-1	1	-15
TDP2 inh	-13	0	2	4
PRMT1 inh	2	2	0	2
HTRA1 inhibitor	7	-1	0	-9
SIAE inh	-5	-2	0	-3
PG9 binder	-1.1	-2.0	0.3	-3.3
Tn7 DDE FP	2	-3	-3	-3
LEDGF integ inh	5	1	-3	5
UHRF1 binding	5	4	-2	1
mABHD4 FP	-10	-5	1	-8

Records above printed as active in PRMT1 inh.
(44) O=C1C=CC(=Nc2ccc(F)cc2)O1
compound no.	44
TCR-CD3 inh	0
TDP2 inh	3
PRMT1 inh	50*
HTRA1 inhibitor	0
SIAE inh	3
PG9 binder	-0.3
Tn7 DDE FP	-4
LEDGF integ inh	3
UHRF1 binding	-2
mABHD4 FP	2
